Screening data: PubChem, National Center for Advancing Translational Sciences (NCATS)
TRb-SRC2 inh: disrupts binding of human TR beta to SRC2; P10828; TRbeta-SRC2 peptide binding, fluorescence polarization; receptor liganded with 1 µM T3; Potency, µM (titrated, usually from 106 µM), without a hit: at the top dose activity change, negative = inhibition, usual class: inhibitors; actives 0.065% (n = 280,000); AID 1469;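 also: potency is read from the fitted curve at half-maximal effect; plate controls were bound peptide for no effect and peptide without receptor for full effect; nearly all actives have a fitted effect of over 50% in size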
Target sequence (P10828 whole entry, looked up): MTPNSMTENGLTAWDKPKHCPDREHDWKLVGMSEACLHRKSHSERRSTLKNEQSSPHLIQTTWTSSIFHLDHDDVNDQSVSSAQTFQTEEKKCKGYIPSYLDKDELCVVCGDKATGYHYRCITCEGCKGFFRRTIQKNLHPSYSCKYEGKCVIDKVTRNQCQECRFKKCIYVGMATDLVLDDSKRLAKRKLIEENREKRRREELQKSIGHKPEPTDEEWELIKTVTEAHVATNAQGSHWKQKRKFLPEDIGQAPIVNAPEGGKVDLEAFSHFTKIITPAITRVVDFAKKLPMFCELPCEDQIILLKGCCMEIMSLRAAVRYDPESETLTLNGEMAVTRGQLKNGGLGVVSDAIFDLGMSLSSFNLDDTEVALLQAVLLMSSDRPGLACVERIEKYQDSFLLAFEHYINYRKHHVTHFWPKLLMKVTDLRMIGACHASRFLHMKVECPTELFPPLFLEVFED
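Fluorescence polarization of 20 nM Texas Red SRC2 peptide (20-aa NR interaction domain) bound to 0.6 uM human TRb ligand-binding domain, with 1 uM T3, after 5 hr at ambient temperature; inhibition seen as decreased polarization.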
CBFb RUNX1 block: inhibitors of human CBF-beta and RUNX1 interaction | Q01196+Q13951 | AlphaScreen CBFb-His/RUNX1-biotin binding, biochemical | Potency, µM (top dose mostly 59.8 µM), without a hit: top-dose activity, negative = inhibition, most hits filed as inhibitors | 230,000 tested, under 10 active | AID 1477; also: % of control where 0% means no effect
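Interaction loss through any mechanism counts as activity. Pre-formed complex of His-CBF-beta and biotin-RUNX1 (30 nM apiece) is incubated with compound 15 min, then with 50 ng nickel and 50 ng streptavidin beads for 90 min before AlphaScreen detection.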
GLA spleen mod: inhibits or activates alpha-galactosidase in human spleen homogenate; human spleen homogenate, 4MU-alpha-Gal fluorescence, 40 min; AID 2107; Potency, µM (top dose mostly 80 µM), without a hit: at the highest dose activity change, negative = inhibition, usual class: inhibitors; actives 0.008% (n = 240,000);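 also: potency is read from the fitted curve at half-maximal effect; 0% = enzyme with vehicle and -100% = no enzyme basal signal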
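Fluorogenic readout (Ex 365/Em 440 nm) of 4-methylumbelliferone released from 1 mM 4-MU-alpha-galactoside by spleen homogenate, 40 min at 37C, pH 5.0. Data normalized to no-enzyme and enzyme controls; Hill-equation AC50 from compound titrations.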
Tau fluor cs: counter-screen for tau fibril formation inhibitors; tau K18 P301L (four-repeat tau fragment) Alexa594 fluorescence, heparin fibrillization; Potency, µM (top dose mostly 57.7 µM), inactives show top-dose activity change, negative = decrease; actives 0.93% (n = 280,000); also: potency is read from the fitted curve at half-maximal effect; % is scaled to controls: 0 for no effect and ±100 for the full control effect; nearly all actives have a fitted effect of over 55% in size
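Human K18 P301L tau (15 uM unlabeled plus 0.24 uM Alexa 594-labeled, final) in 100 mM sodium acetate pH 7 was mixed with compound and 20 uM heparin and incubated 6 hr at 37 C.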
TexasRed fluor: counter-screen for TRb-SRC2 inhibitors: fluorescence interference | Potency, µM (top dose mostly 106 µM), without a hit: top-dose fluorescence change, negative = quenching | actives 0.29% (n = 280,000) | AID 1479 | TRb/SRC2 Texas Red total fluorescence interference; active = well fitted curve in either direction with a large enough effect; inconclusive = small, poorly fitted or top-dose-only effect; also: potency is read from the fitted curve at half-maximal effect; % is scaled to controls: 0 for no effect and ±100 for the full control effect
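Flags fluorescent or light-absorbing compounds by total fluorescence, S + 2P, at 555 nm excitation and 632 nm emission. Mixture: 20 nM Texas Red SRC2 peptide, 0.6 uM human TRb LBD, 1 uM T3, 5% DMSO; compound exposure 5 h at ambient temperature.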
Tau fibril FP: inhibitors of human tau fibril formation | P10636 | K18 P301L tau heparin fibrillization, Alexa594 FP, 6 h | Potency, µM (top dose mostly 57.7 µM), for inactives: at the highest dose activity, negative = inhibition, actives largely listed as inhibitors | actives 0.39% (n = 280,000) | AID 1468; also: potency is read from the fitted curve at half-maximal effect; % is scaled to controls: 0 for no effect and ±100 for the full control effect; nearly all actives have a fitted effect of over 55% in size
Target sequence (P10636 561-689 P618L limits assumed): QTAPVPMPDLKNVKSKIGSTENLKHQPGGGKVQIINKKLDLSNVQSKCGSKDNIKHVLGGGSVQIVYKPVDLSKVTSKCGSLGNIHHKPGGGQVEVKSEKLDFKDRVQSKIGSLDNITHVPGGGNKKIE
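K18 P301L tau (15 uM unlabeled/0.24 uM Alexa 594-labeled, final) + compound + heparin 20 uM final; 100 mM NaOAc pH 7; 6 hr 37 C; ThT 30 uM final added, 1 hr RT; FP ex 555/em 632 nm.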
Epigenetic derep: regulators of epigenetic silencing causing reporter derepression in mouse cells; murine LDR cells, GFP reporter derepression, 30 h; Potency, µM (series often up to 53.9 µM), for inactives: at the top dose GFP activation, most hits filed as activators; actives 0.2% (n = 280,000); also: potency is read from the fitted curve at half-maximal effect; % of control where 0% means no effect; nearly all actives have a fitted effect of over 60% in size
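Readout is the number of GFP-expressing murine LDR cells, counted by cytometry following washing. Cells were treated with compound for 30 h at 37 C; the stably integrated CMV-GFP locus is normally silent.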
NPSR antagonist: blocks cAMP signaling of the human neuropeptide S receptor; Potency, µM (highest dose often 38.3 µM), for the others: at the highest dose activity change, negative = inhibition, usual class: inhibitors; AID 1461; Q6W5P4; actives 1% (n = 220,000); CHO-NPSR cells, cAMP TR-FRET, antagonist mode; also: potency is read from the fitted curve at half-maximal effect; % is scaled to controls: 0 for no effect and ±100 for the full control effect; nearly all actives have a fitted effect of over 50% in size; many of its hits are not listed in these tables
Target sequence (Q6W5P4 whole entry, looked up): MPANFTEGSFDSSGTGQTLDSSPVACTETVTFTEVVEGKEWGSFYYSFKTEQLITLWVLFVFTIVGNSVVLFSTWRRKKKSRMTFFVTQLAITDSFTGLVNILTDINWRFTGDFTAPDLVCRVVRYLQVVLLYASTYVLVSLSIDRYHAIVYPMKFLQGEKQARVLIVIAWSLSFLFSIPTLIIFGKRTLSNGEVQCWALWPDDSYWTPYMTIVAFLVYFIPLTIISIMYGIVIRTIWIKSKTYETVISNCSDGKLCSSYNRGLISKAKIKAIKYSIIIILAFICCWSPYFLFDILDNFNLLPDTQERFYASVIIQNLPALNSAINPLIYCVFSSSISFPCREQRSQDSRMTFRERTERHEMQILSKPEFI
Active calls of the source: *; ? = inconclusive; . = not tested or not shown; [ ] = another dose, or the depositor's remark. Unless noted, calls follow the shape of the dose curve; as a rule, active = well fitted curve in the direction sought with a large enough effect; inconclusive = small, poorly fitted or top-dose-only effect, or another doubt; inactive = no such curve, though single readings can be large; an effect the other way counts as inactive or inconclusive.

SMILES | TRb-SRC2 inh | CBFb RUNX1 block | GLA spleen mod | Tau fluor cs | TexasRed fluor | Tau fibril FP | Epigenetic derep | NPSR antagonist
CN1CCN(NC(=O)CN2C(=O)/C(=C/c3ccccc3Cl)SC2=S)CC1 | 18% | -1% | 4% | -13% | 9% | -2% | 0.0% | -1%[46.1 µM]
COc1ccc(C2C(C(=O)c3ccco3)=C(O)C(=O)N2Cc2cccnc2)cc1OC (stereo not given) | 11% | 0% | -13% | -1% | 0% | -2% | 6.0% | 8%[46.1 µM]
CCOC(=O)Cc1[nH]nc2c1C(Cc1ccccc1)C(C#N)=C(N)O2 (stereo not given) | -3% | 1% | 11% | -14% | -4% | -5% | 1.1% | 8%
Cn1c(=O)c(C(=O)COC(=O)c2cc(C(F)(F)F)nc3c(C(F)(F)F)cccc23)c(N)n(Cc2ccccc2)c1=O | 5% | -4% | 11% | ? | -2% | -2% | 5.4% | .
Cc1ccc(C(=O)c2cn[nH]c2-c2cc(Cl)ccc2O)cc1 | -8% | -2% | -5% | ? | -7% | ? | -0.9% | -7%[46.1 µM]
Cc1cc(NC(=O)c2ccc3nc(-c4ccccc4)c(-c4ccccc4)nc3c2)no1 | -19% | 0% | -1% | -1% | 1% | -6% | -1.1% | -4%[46.1 µM]
COc1cccc(NC(=O)CN2C(=O)c3cccnc3Oc3ccc(Cl)cc32)c1 | -2% | . | . | ? | 6% | 6% | -1.2% | .
COc1ccc2c(c1)c(=O)oc1cc3oc(C)c(C)c3cc12 | 1% | -20% | -1% | -15% | -2% | -2% | 1.1% | -9%[46.1 µM]
Cc1ccc(C(=O)NC(=S)Nc2ccccc2C(F)(F)F)cc1 | 1% | -2% | 5% | -16% | -6% | ? | -1.0% | -17%[46.1 µM]
CC12CCC(C(=O)NCc3ccccn3)(OC1=O)C2(C)C (stereo not given) | 2% | -15% | -7% | -9% | 6% | -4% | -2.4% | -9%[46.1 µM]

Whole records as entered above. Order of values: TRb-SRC2 inh | CBFb RUNX1 block | GLA spleen mod | Tau fluor cs | TexasRed fluor | Tau fibril FP | Epigenetic derep | NPSR antagonist
Profile of Cc1ccc(C(=O)NC(=S)Nc2ccccc2C(F)(F)F)cc1 = 1% | -2% | 5% | -16% | -6% | ? | -1.0% | -17%[46.1 µM]
Profile of CC12CCC(C(=O)NCc3ccccn3)(OC1=O)C2(C)C (stereo not given) = 2% | -15% | -7% | -9% | 6% | -4% | -2.4% | -9%[46.1 µM]
Profile of Cc1ccc(C(=O)c2cn[nH]c2-c2cc(Cl)ccc2O)cc1 = -8% | -2% | -5% | ? | -7% | ? | -0.9% | -7%[46.1 µM]

The list goes on.
SMILES | TRb-SRC2 inh | CBFb RUNX1 block | GLA spleen mod | Tau fluor cs | TexasRed fluor | Tau fibril FP | Epigenetic derep | NPSR antagonist
O=C(NC1CCCCC1)C(c1ccc(F)cc1)N(Cc1ccc2c(c1)OCO2)C(=O)c1cnsn1 (stereo not given) | 14% | 5% | 0% | 0% | 0% | 1% | 0.0% | ?
O=S(=O)(N/N=C/c1ccccc1OCc1ccc(Cl)cc1)c1ccccc1 | 6% | 1% | 1% | ? | -2% | 1% | 1.0% | -46%
Oc1cccc(/C=N/NC(=S)NCCN2CCOCC2)c1O | -2% | . | -4% | -13% | -2% | -4% | 0.9% | -1%
COc1ccc(CCn2c(NN=C3CCCC3)nc3c2c(=O)[nH]c(=O)n3C)cc1 | 2% | -24% | 1% | -20% | -6% | -10% | 0.0% | 1%
CCCc1c(C(=O)Nc2ccc(N3CCOCC3)cc2)cnn1-c1ccccc1 | 13% | -3% | -7% | ? | 5% | ? | 3.7% | 25%
Cc1ccc(OCc2nc(-c3ccc(C(=O)NCCc4ccc(Cl)cc4)cc3)oc2C)cc1 | 6% | . | . | 4% | 0% | -10% | 2.6% | .
O=C(O)/C=C/c1ccc(OCc2cccc(F)c2)cc1 | -4% | 6% | 1% | -3% | -2% | -1% | 5.1% | -8%
N#Cc1c(N)nc2c(c1-c1ccncc1)CCCCC2 | 11% | 0% | -9% | 5% | 0% | -2% | 3.3% | ?
Cc1sc2c(c1C)c(=O)n(-c1cccc(C(F)(F)F)c1)c(=O)n2CC(=O)NCc1ccco1 | 7% | 1% | -4% | -4% | 3% | -6% | 2.8% | -7%[46.1 µM]
CCOc1ccc(N2CC(NC(=O)C3CCCC3)CC2=O)cc1 (stereo not given) | 2% | . | . | 2% | 0% | ? | 3.3% | .
CCC(C(=O)NCCCN(CC)CC)n1ncn2c(cc3occc32)c1=O (stereo not given) | 3% | . | . | -1% | -19% | -1% | 1.1% | .
COCc1nnc(NC(=O)CSc2ccc(C)cc2)s1 | -17% | 8% | 7% | -2% | -2% | -4% | 0.0% | -7%[46.1 µM]
N#Cc1sc2nc(-c3cccs3)cc(-c3ccc(F)cc3)c2c1N | 0% | 16% | 3% | -4% | 1% | ? | ? | -30%
CC(CC(C)C(=O)N1CCOCCN(C(=O)C(C)CC(C)C(=O)O)CCOCC1)C(=O)O (stereo not given) | 3% | 5% | 5% | 7% | 1% | 11% | -0.1% | -1%[46.1 µM]
O=S1(=O)C2CC3C=CC2(O3)C(O)C(Cc2ccccc2)N1Cc1cccc(C(F)(F)F)c1 (stereo not given) | 1% | 2% | 1% | . | -1% | . | . | .
COc1cccc(OCc2nc3ncc(Br)cc3[nH]2)c1 | -7% | 2% | -4% | -4% | 2% | -5% | 0.0% | ?
CCN(c1ccccc1)S(=O)(=O)c1c(C)nc2scc(C)n2c1=O | 0% | . | . | -7% | -1% | 4% | 1.6% | .
CC(=O)NS(=O)(=O)c1ccc(N2C(=O)c3ccccc3C2=O)cc1 | 9% | 2% | 9% | 3% | -4% | 4% | -6.2% | 5%
COn1c2c(c3c4nonc4ccc31)CCCC2 | ? | ? | 12% | ? | -3% | ? | 0.0% | 22%[46.1 µM]
O=C(c1ccc(Cl)cc1)C1C2C(=O)N(c3ccccc3)C(=O)C2C2CCCN21 (stereo not given) | -5% | -6% | -3% | -12% | 4% | -12% | -2.3% | -21%[46.1 µM]
Clc1ccc(-c2nnc(-c3ccc(Br)cc3)c(N3CCSCC3)n2)cc1 | 2% | 0% | -9% | -8% | 1% | -10% | -2.4% | -5%[46.1 µM]
Cc1nn(-c2ccccc2)c(Cl)c1/C=C/C(=O)c1ccc(O)cc1 | 1% | 0% | 5% | ? | 1% | -9% | -1.0% | -47%
Cc1ccc2c(CC(=O)Nc3ccc(S(=O)(=O)N4CCCC(C)C4)cc3)coc2c1 (stereo not given) | 7% | . | . | ? | 0% | ? | -1.0% | .
CN(Cc1ccccc1)C(=O)c1ccccc1-c1ccccc1 | -2% | 5% | -8% | -2% | 1% | -3% | 1.1% | -13%
O=C(NNc1ccccn1)C(=O)NNS(=O)(=O)c1ccc(Cl)cc1 | -1% | ? | 0% | 5% | -4% | ? | 0.0% | -11%[46.1 µM]
CC(=O)c1ccc(NC(=O)C2CCN(S(=O)(=O)c3c(C)noc3/C=C/c3ccc(C)cc3)CC2)cc1 | 4% | . | . | -22% | -6% | ? | 0.0% | .
CCn1c(SCC(=O)NCc2ccc(F)cc2)nc2c(c1=O)SC(C)C2 (stereo not given) | 3% | 0% | -5% | -4% | 0% | 1% | -1.0% | 2%
COc1ccc(CCNC(=O)Cn2c(=O)c3cccn3c3ccc(F)cc32)c(OC)c1 | 1% | . | . | -11% | -12% | -10% | 0.0% | .
CCc1ccc(Nc2nc3c(S(=O)(=O)c4cccc(Cl)c4)nnn3c3ccsc23)cc1 | 4% | . | . | -29% | 1% | ? | 2.2% | .
CSc1nnc2n(Cc3ccccc3)c(=O)c3c4c(sc3n12)COC(C(C)C)C4 (stereo not given) | -6% | 5% | -15% | -4% | -2% | 3% | 1.9% | -5%[46.1 µM]
Cc1ccc(CCNC(=O)c2nnc(Cc3cccc(F)c3)o2)cc1 | -10% | . | . | -6% | 1% | -1% | 0.0% | .
Cc1ccc(-c2cc(NC(=O)COc3ccc(Cl)c(C)c3)on2)cc1 | -6% | . | . | -10% | ? | -5% | 0.0% | .
Cc1ccc(-n2nnnc2SCC(=O)Nc2ccc3c(c2)OCCO3)cc1C | -18% | 5% | -6% | -29% | -3% | -9% | 0.0% | -6%[46.1 µM]
CN(C)c1ccc(/C=N/n2c(-c3ccccc3Br)n[nH]c2=S)cc1 | -2% | -17% | -4% | -19% | -2% | 10% | 0.0% | -55%
CSc1ccc(/C=N/NC(=O)c2ccc(O)cc2)cc1 | 2% | -3% | 0% | -13% | 1% | -5% | -1.0% | -8%

6 entries picked at random from the list so far:
SMILES | TRb-SRC2 inh | CBFb RUNX1 block | GLA spleen mod | Tau fluor cs | TexasRed fluor | Tau fibril FP | Epigenetic derep | NPSR antagonist
CC12CCC(C(=O)NCc3ccccn3)(OC1=O)C2(C)C (stereo not given) | 2% | -15% | -7% | -9% | 6% | -4% | -2.4% | -9%[46.1 µM]
Cc1cc(NC(=O)c2ccc3nc(-c4ccccc4)c(-c4ccccc4)nc3c2)no1 | -19% | 0% | -1% | -1% | 1% | -6% | -1.1% | -4%[46.1 µM]
O=S1(=O)C2CC3C=CC2(O3)C(O)C(Cc2ccccc2)N1Cc1cccc(C(F)(F)F)c1 (stereo not given) | 1% | 2% | 1% | . | -1% | . | . | .
CCOc1ccc(N2CC(NC(=O)C3CCCC3)CC2=O)cc1 (stereo not given) | 2% | . | . | 2% | 0% | ? | 3.3% | .
COCc1nnc(NC(=O)CSc2ccc(C)cc2)s1 | -17% | 8% | 7% | -2% | -2% | -4% | 0.0% | -7%[46.1 µM]
O=C(c1ccc(Cl)cc1)C1C2C(=O)N(c3ccccc3)C(=O)C2C2CCCN21 (stereo not given) | -5% | -6% | -3% | -12% | 4% | -12% | -2.3% | -21%[46.1 µM]

This is a subset. The share of hits here may be higher or lower than overall.
